High-throughput results (PubChem)
sEH activator: soluble epoxide hydrolase activators, primary screen, biochemical, human sEH | hit rate 0.04% among 91,000 | activation, % at 2 µM | AID 717, 2007 | purified human sEH enzymatic activity, activator screen | Bifunctional epoxide hydrolase 2 (Homo sapiens), P34913; in the data active = activation above about 37%; also: values of inactives mirror those of a sister screen read the other way
H69AR growth 86K: proliferation blockers of H69AR lung cancer cells, primary screen, cell-based, human, 86K library; AID 598, 2007; H69AR lung tumor viability, ATP luminescence, 72 h; stronger effect = lower value; viability, % at 10 µM; hit rate 6% among 85,000;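 active = viability at or below 40%; inactive = viability above 40%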;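 also: multidrug resistant small cell line overexpressing MRP-1 efflux transporter; 100% = mean luminescence of untreated control wells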
S1P2 ag: S1P2 receptor agonists, primary screen, cell-based; S1P2-expressing cell line, agonist reporter read-out; activation, % at 4.5 µM; hit rate 0.46% among 97,000; in the data active = activation above about 16%;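 also: 0% = vehicle low control and 100% = maximal reference agonist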
sEH inh: soluble epoxide hydrolase inhibitors, primary screen, biochemical, human sEH; hit rate 0.34% among 91,000; Bifunctional epoxide hydrolase 2 (Homo sapiens), P34913; inhibition, % at 2 µM; recombinant human sEH enzymatic activity assay; AID 707, 2007; in the data active = inhibition above about 80%; also: values of inactives mirror those of a sister screen read the other way; many of its hits are not listed in these tables
HUVEC prolif 384: inhibitors of HUVEC proliferation, primary screen, cell-based, 384-well; CellTiter-Glo luminescence, 72 h; stronger effect = lower value; viability, % at 10 µM (by protocol); hit rate 1.1% among 86,000; AID 648, 2007;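 active = viability at or below 30%; inactive = viability above 30%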;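 also: 100% = median luminescence of DMSO-only cell control wells on each plate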
PostGolgi ctrl: growth inhibition of yeast control strain, primary screen, counter-screen for post-Golgi transport modulator project; hit rate 5% among 98,000; inhibition, % at 10 µM; efflux-deficient yeast background strain, growth absorbance A615, 16 h; in the data active = inhibition above about 30%
S1P2 antag: human S1P2 receptor antagonists, primary screen, cell-based; AID 736, 2007; hit rate 0.21% among 97,000; cell-based S1P2 antagonist assay, inhibition at 5 uM; Sphingosine 1-phosphate receptor 2 (Homo sapiens), O95136; inhibition, % at 5 µM; in the data active = inhibition above about 45%;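 also: CRE beta-lactamase reporter cells expressing human S1P2 stimulated with S1P; 0% = agonist at EC80 alone and 100% = agonist plus reference antagonist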
LYP act: LYP phosphatase activators, primary screen, biochemical, DiFMUP fluorescence, 2 µM; Tyrosine-protein phosphatase non-receptor type 22 (Homo sapiens), Q9Y2R2; AID 697, 2007; hit rate 0.11% among 96,000; recombinant LYP; 0 = plate median, 100 = signal doubled; activation, % at 2 µM;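 active = activation at 2 µM above a set limit, the mean plus 5 SD, cut at about 37% in these data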
Target sequence (Q9Y2R2 whole entry, looked up): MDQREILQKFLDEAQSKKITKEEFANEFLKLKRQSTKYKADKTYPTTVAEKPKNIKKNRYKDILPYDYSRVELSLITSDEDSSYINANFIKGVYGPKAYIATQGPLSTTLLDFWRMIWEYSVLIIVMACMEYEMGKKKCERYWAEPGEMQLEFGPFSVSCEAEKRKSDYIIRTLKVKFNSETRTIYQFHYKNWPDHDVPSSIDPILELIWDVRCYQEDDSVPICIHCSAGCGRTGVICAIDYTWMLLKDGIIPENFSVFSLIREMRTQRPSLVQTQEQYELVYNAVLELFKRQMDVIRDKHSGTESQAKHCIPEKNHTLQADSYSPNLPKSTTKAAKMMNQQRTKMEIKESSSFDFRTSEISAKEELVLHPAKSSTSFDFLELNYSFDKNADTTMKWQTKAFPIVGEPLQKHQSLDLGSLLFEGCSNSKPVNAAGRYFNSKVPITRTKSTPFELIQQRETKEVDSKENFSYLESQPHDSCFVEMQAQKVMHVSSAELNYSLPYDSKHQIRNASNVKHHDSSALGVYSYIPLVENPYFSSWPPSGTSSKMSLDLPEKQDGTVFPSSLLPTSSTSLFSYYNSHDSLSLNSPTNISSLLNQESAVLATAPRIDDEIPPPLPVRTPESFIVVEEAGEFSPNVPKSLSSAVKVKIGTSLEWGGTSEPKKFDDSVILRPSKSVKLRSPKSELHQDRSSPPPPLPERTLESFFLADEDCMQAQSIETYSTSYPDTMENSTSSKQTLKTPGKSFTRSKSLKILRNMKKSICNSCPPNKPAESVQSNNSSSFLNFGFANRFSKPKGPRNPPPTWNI
Fibroblast inh: antiproliferative effect on LL 47 fibroblasts – human, LL 47 cells, CellTiter-Glo luminescence, primary screen. viability, % at 10 µM. LL 47 human lung fibroblast viability, ATP luminescence; stronger effect = lower value. AID 719, 2007. hit rate 1.1% among 85,000;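 active = viability at or below 50% in the single dose screen; inactive = viability above 50%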;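 also: compound exposure lasted 72 h before the ATP readout; 100% = median luminescence of untreated cell-only wells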
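material = human LL 47 lung fibroblast cells | dosing = compounds added from tenfold dosing solution, 0.1% DMSO final | timing = overnight cell rest, 72 h compound treatment at 37 °C | measured by = CellTiter-Glo luminescence measuring cellular ATP | evaluation = % viability versus median cells-only luminescence | control set = cell-only wells, no compound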
Active calls of the source: *; x = not tested or not shown.

SMILES	sEH activator	H69AR growth 86K	S1P2 ag	sEH inh	HUVEC prolif 384	PostGolgi ctrl	S1P2 antag	LYP act	Fibroblast inh
COc1ccc(C2C3=C(Nc4ncnn42)c2ccccc2CCC3)cc1 (configuration not stated)	x	86	-4	x	96	-4	10	1	97
Cc1cc(NCc2ccccn2)nc2ccccc12	14	93	1	-14	94	-1	3	4	99
CCN1CCCC1CN(Cc1cc2cc(OC)ccc2[nH]c1=O)C(=O)NCc1ccccc1 (configuration not stated)	4	x	-8	-4	92	16	4	-1	99
Cc1ccccc1-n1c(=O)c2c(n3cnnc13)-c1ccccc1CC21CCCCC1	16	x	0	-14	x	19	19	5	x
CN(Cc1ccccc1)c1nc2c(c(=O)[nH]c(=O)n2C)n1CCCSc1ncccn1	x	70	-7	x	94	1	1	-4	98
CSCC[C@H](NC(=O)OC(C)(C)C)c1nnc(SCc2ccccc2)o1	-6	90	-3	6	93	0	2	13	95
N#Cc1ccccc1NC(=O)Nc1ccc(Cl)cc1	-2	94	-8	2	106	7	28	5	96
O=C(c1cccs1)c1coc2ccc(O)c(CN3CCOCC3)c12	3	85	-7	-4	108	3	-15	-8	96
COCCn1nc2cc(C(=O)NCC34CC5CC(CC(C5)C3)C4)ccc2c1OC	-2	x	4	3	x	-6	10	0	x
Cc1ccc(S(=O)(=O)NC(=O)CSc2nc3ccccc3s2)cc1	2	x	-6	1	x	-3	2	14	x
CC(=O)c1cnc2c(-c3ccccc3)c(C)nn2c1C	7	71	0	-4	90	x	-9	8	94
COc1ccc(-c2nc(CC(=O)O)cs2)cc1	8	92	-5	-5	104	23	0	3	93
Cc1ccc(S(=O)(=O)CCc2nnc(NC(=O)COc3cccc(C)c3)s2)cc1	-6	x	-4	8	x	1	17	2	x
CC(=C1C(=O)c2ccccc2C1=O)N1CCc2ccccc2C1	-5	80	-8	6	99	3	-17	12	100
COC(=O)c1cc(OC)c(OC)cc1NC(=O)CSc1ccc(C)cc1	-4	x	-4	6	x	4	3	5	x
CC(C)(C)NCC(O)COc1c(F)cc(Br)cc1F (configuration not stated)	-4	x	-2	4	x	4	8	9	x
CC1CCc2nc(NC(=O)C3CCCO3)sc2C1 (configuration not stated)	-3	96	2	1	92	6	5	11	95
COc1ccc2c(c1)CC/C(=C\C=C\c1ccccc1OC)C2=O	1	101	-1	2	112	x	-4	-5	110
CCCCCn1c(CN2CCN(Cc3ccccc3)CC2)nc2c1c(=O)n(C)c(=O)n2C	11	58	-2	-7	87	3	-20	-14	89
O=C(c1c[nH]c2ccc(S(=O)(=O)N3CCOCC3)cc2c1=O)N1CCN(c2ccccn2)CC1	-9	91	-11	8	98	17	-3	-1	100
Cc1ccc(SCC(=O)O/N=C(\N)c2cccc([N+](=O)[O-])c2)cc1	2	x	-5	0	x	4	15	2	x
O=C(NCCc1csc(-c2ccccc2)n1)c1ccc(Br)o1	x	76	-5	x	95	35*	-5	12	108
CCCn1c(C(C)NC(C)=O)nc2ccccc21 (configuration not stated)	x	99	x	x	110	-3	x	x	110
CN(C)c1ccc(NC(=O)CN2CCC(N3CCCCC3)CC2)cc1	-2	x	-1	3	x	-9	-9	-4	x
CSc1ccccc1C(=O)N1CCOCC1	2	95	-3	-4	95	1	0	7	102
COc1ccc(S(=O)(=O)N2CCC(C(=O)N3CCOCC3)CC2)cc1	-14	x	-10	17	x	6	12	-4	x
CC(C)CC(=O)NCc1ccc(F)cc1	-6	100	-9	9	100	7	-7	-10	96
CC(Sc1ccccc1)C(=O)Nc1ccc(S(=O)(=O)N2CCOCC2)cc1 (configuration not stated)	-16	82	-4	15	84	7	9	2	93
CC(C)[C@H](NC(=O)Nc1ccccc1F)C(=O)O	10	93	0	-13	95	7	-21	-10	100
CCCN(CCC)CCNS(=O)(=O)c1ccc2c(c1)CCN2C(=O)C1CCC1	8	83	-3	-11	90	1	-31	-6	89
Cc1c(NC(=O)CSc2ccccc2C(=O)Nc2cccnc2)c(=O)n(-c2ccccc2)n1C	x	102	-5	x	93	-3	25	-5	102
COCC(=O)NCCSc1c(C)[nH]c2ccccc12	-1	85	-6	3	103	19	5	-6	95
CCC(=O)Nc1cc(-c2nn(C)c(=O)c3ccccc23)ccc1N1CCCCC1	2	56	2	-4	87	19	-27	23	99
CN1CCN(C(c2cccc(C(F)(F)F)c2)c2nnnn2Cc2ccccc2)CC1 (configuration not stated)	x	100	x	x	91	-2	x	x	88
COc1ccc(CNC2CCCC2)c(OC)c1OC	0	89	2	2	96	0	-16	-8	101
COc1cc(-c2nc(-c3ccccc3)c(-c3cccs3)[nH]2)cc(OC)c1O	4	59	-4	-7	70	12	14	0	105
Cc1cccc(NC(=O)C(NS(=O)(=O)c2ccc3c(c2)CCC(=O)N3)c2ccccc2)n1 (configuration not stated)	1	94	-6	0	102	3	1	-2	105
CCOC(=O)C1=C(C)NC(C)=C(C(=O)OCC)C1c1cc2ccc(C)cc2[nH]c1=O	-16	x	-9	14	x	9	6	-4	x
COc1cccc(C2C(C#N)=C(N)OC(C(C)(C)C)=C2C#N)c1 (configuration not stated)	x	81	-4	x	82	10	22	-4	96
O=C(c1ccc(Cl)cc1)C(Cn1cncn1)C(Sc1ccccc1)c1ccccc1 (configuration not stated)	-8	x	-2	10	x	24	-5	-8	x
CCN(CC)S(=O)(=O)c1cccc(-c2nnc(SCC(=O)NC3CCCCCCC3)n2N)c1	-53	47	-3	54	94	-2	4	1	95
CC1CN(C2CCN(C(=O)COc3ccccc3)CC2)CC(C)O1 (configuration not stated)	-3	91	-2	5	97	x	-7	6	98
CC(C)C(NC(=O)c1ccc2c(c1)OCO2)C(=O)N/N=C\c1ccco1 (configuration not stated)	0	x	-4	3	x	8	3	2	x
Cc1ccc(S(=O)(=O)c2c(N)n(C)c3nc4ccccc4nc23)cc1	14	88	-7	-13	81	13	-5	2	84
Cc1cc(C(=O)NNC(=S)NCC2CCCO2)cs1 (configuration not stated)	-6	x	-3	6	x	4	-3	3	x
CCCC(C)c1nnc(NC(=O)C2CCCO2)s1 (configuration not stated)	-2	93	-5	7	91	-3	-11	5	100
CCOC(=O)C(NCc1ccc2c(c1)OCO2)(NC(=O)CC)C(F)(F)F (configuration not stated)	8	76	0	-10	103	7	-18	16	99
COc1ccc(C2C(C(=O)Nc3ccc(F)cc3)=C(C)Nc3nc(CCCO)nn32)cc1 (configuration not stated)	-4	90	-1	3	48	1	16	-10	102
COc1ccc(/C(N)=N/OC(=O)CSc2ccc(C)cc2)cc1OC	1	92	-6	-1	115	19	6	-6	104
O=C(/C=C/c1ccc2c(c1)OCO2)NCCSCc1ccc(Cl)cc1	-7	x	-2	7	x	-2	3	3	x

Next section
SMILES	sEH activator	H69AR growth 86K	S1P2 ag	sEH inh	HUVEC prolif 384	PostGolgi ctrl	S1P2 antag	LYP act	Fibroblast inh
COC(=O)C1CCN(C(=O)CCCOc2ccccc2)CC1	-1	100	1	4	105	-1	-28	-12	97
CCOc1ccc2nc(NC(=S)N(C)C)sc2c1	7	67	-4	-7	70	21	-10	-1	79
CN(C)c1ccc(C(=O)c2ccccc2)cc1	-1	97	-8	0	99	-5	0	-4	102
Cc1nc2ccccc2c(=O)n1NC(=O)c1ccc(F)cc1Cl	-9	102	-4	9	102	26	1	11	103
c1ccc2cc(Sc3ncnc4c3oc3ccccc34)ccc2c1	10	51	-3	-11	67	4	-4	-7	97
CCCCSc1c(C)c2cc3c(cc2[nH]c1=O)OCO3	9	92	-5	-10	110	16	18	-7	103
CS(=O)(=O)NCCSCc1c(Cl)cccc1Cl	16	100	-3	-17	94	4	-10	-5	104
CS(=O)(=O)c1cc([N+](=O)[O-])c(Sc2nc3ccccc3[nH]2)c([N+](=O)[O-])c1	22	x	-8	-25	x	-1	18	-9	x
CC1CCCN(C(=O)Cn2c(-c3nonc3N)nc3ccccc32)C1 (configuration not stated)	7	77	-5	-6	99	11	5	-4	106
CC(=O)NC1=NC(=O)/C(=C/N2CCCCC2)S1	1	92	-7	4	82	-2	-14	-11	98
Cc1nn(Cc2ccc(F)cc2)c(C)c1NC(=O)c1noc2c1CCCCC2	x	97	x	x	101	11	x	x	100
Cc1c([C@H]2[C@@H](CC#N)C2(C)C)c2ccccc2n1C	0	79	-6	4	95	11	2	-8	79
O=C(c1ccccc1)N1CCC(c2nc(-c3ccc(S(=O)(=O)NCC4CCCO4)cc3)no2)CC1 (configuration not stated)	-2	95	-5	3	77	7	5	5	97
COC(=O)c1ccc(NC(=O)c2sc3nc(-c4ccccc4)cn3c2C)cc1	7	37*	-6	-8	70	-1	47*	-5	100
Cn1cccc1C(=O)OCC(=O)Nc1cc(C(C)(C)C)nn1-c1ccccc1	2	82	-11	0	97	21	-6	9	92
CCC(=O)NC(=S)NNC(=O)c1ccc(OC)cc1	-7	x	-7	10	x	14	14	-3	x
CCNC(=S)NCc1ccc(Cl)cc1	-2	x	-6	-1	x	x	-17	-8	x
COc1ccccc1N1CCN(C(c2ccc(Cl)cc2)c2nnnn2C(C)(C)C)CC1 (configuration not stated)	-10	99	-5	10	101	44*	-2	11	89
Oc1ccc(C=NCC2COc3ccccc3O2)cc1 (configuration not stated)	13	88	-3	-11	103	-2	12	4	98
Cn1cccc1Cc1nnc(SCC(=O)Nc2cccc(Cl)c2)n1-c1ccc(F)cc1	x	77	x	x	69	13	x	x	90

Seven compounds already listed, ordered by SMILES length, descending:
SMILES	sEH activator	H69AR growth 86K	S1P2 ag	sEH inh	HUVEC prolif 384	PostGolgi ctrl	S1P2 antag	LYP act	Fibroblast inh
O=C(c1ccccc1)N1CCC(c2nc(-c3ccc(S(=O)(=O)NCC4CCCO4)cc3)no2)CC1 (configuration not stated)	-2	95	-5	3	77	7	5	5	97
COC(=O)c1ccc(NC(=O)c2sc3nc(-c4ccccc4)cn3c2C)cc1	7	37*	-6	-8	70	-1	47*	-5	100
Cc1nn(Cc2ccc(F)cc2)c(C)c1NC(=O)c1noc2c1CCCCC2	x	97	x	x	101	11	x	x	100
Cc1c([C@H]2[C@@H](CC#N)C2(C)C)c2ccccc2n1C	0	79	-6	4	95	11	2	-8	79
CCC(=O)NC(=S)NNC(=O)c1ccc(OC)cc1	-7	x	-7	10	x	14	14	-3	x
Oc1ccc(C=NCC2COc3ccccc3O2)cc1 (configuration not stated)	13	88	-3	-11	103	-2	12	4	98
CCNC(=S)NCc1ccc(Cl)cc1	-2	x	-6	-1	x	x	-17	-8	x

Further structures.
SMILES	sEH activator	H69AR growth 86K	S1P2 ag	sEH inh	HUVEC prolif 384	PostGolgi ctrl	S1P2 antag	LYP act	Fibroblast inh
Cc1cc(C)c(NC(=O)C(C)c2cccc(C(=O)c3ccccc3)c2)c(C)c1 (configuration not stated)	14	x	-7	-14	x	5	6	-3	x
Cc1ccc(N(CC(=O)NCc2ccccc2Cl)S(=O)(=O)c2cccs2)cc1	-18	93	-5	16	90	19	-25	-10	88
COc1cc(C2C3C(=O)N(Cc4ccccc4)C(=O)C3ON2c2ccccc2)cc(OC)c1OC (configuration not stated)	3	86	0	-1	75	2	-32	15	95
Cc1cc(C)n(C2CCCCC2OC(=O)c2ccccc2F)n1 (configuration not stated)	0	113	-6	4	120	4	3	-2	110
Cc1ccccc1OCC(=O)N1N=C(C(F)(F)F)CC1(O)C(C)(C)C (configuration not stated)	-4	48	-15	6	82	x	-8	-3	93
Cc1ccc(S(=O)(=O)NNc2ccccc2)cc1	3	x	-11	1	x	19	-11	2	x
COC(=O)c1c(NC(=O)c2ccco2)sc(C)c1C	13	87	-4	-9	84	16	-18	-9	99
O=C(O)c1cc2c([nH]c1=O)CCCC2	0	112	-3	4	101	18	-22	-14	106

This is a subset; rates above refer to the full screens.
